# Assay outcomes from PubChem BioAssay.
# CHOP UPR activ: activators of apoptotic CHOP UPR arm, primary screen, cell-based, CHO-CHOP luciferase reporter, luminescence, uHTS | UPR activation; percent of tunicamycin response over DMSO baseline | activation, % at 10 µM | hit rate 0.34% among 330,000 | AID 449763, 2010;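 active = at 10 µM dose, activation of 40% or more, normalized to positive control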;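 note: 100% = tunicamycin at 10 µg/mL and 0% = DMSO alone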
#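 Evaluation: % reporter activation, DMSO baseline versus tunicamycin full activation; System: CHO-CHOP luciferase reporter cell line; Input: 500 cells/well; Incubation: 6 h compound treatment, 37 °C; Measured by: Steady-Glo luciferase luminescence; Dosing: one dose, 10 µM in 0.5% DMSO; Buffer or medium: F12 medium, 10% FBS; Benchmarks: positive tunicamycin 10 µg/mL, negative DMSO alone.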
# tim10-1 inh: growth inhibitors of tim10-1 mutant yeast, primary screen, luminescence, uHTS; S. cerevisiae tim10-1 ts strain growth, BacTiter-Glo, 24 h; inhibition, % at 20 µM; hit rate 2.2% among 330,000; AID 463190, 2010;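 active = inhibition of at least 40%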;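 note: mutant grown at 25 °C; 0% = DMSO wells with yeast and 100% = wells holding no yeast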
# XBP1 UPR activ: activators of adaptive XBP1 UPR arm, primary screen, cell-based, CHO-XBP1 luciferase reporter, luminescence, uHTS; IRE1-XBP1 UPR activation; percent of tunicamycin response, DMSO as zero; activation, % at 20 µM; hit rate 0.33% among 330,000; AID 463104, 2010;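 active = versus positive control, 20 µM dose yields 30% or more activation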;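 note: 100% = tunicamycin at 10 µg/mL and 0% = DMSO only wells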
#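 Assay system: IRE1-XBP1 luciferase reporter CHO line. Input: 1000 cells/well. Buffer or medium: F12 with 10% serum. Doses: 20 µM, 1% DMSO. Times: overnight seeding at 37 °C, 6 h compound treatment at 37 °C. Technique: Steady-Glo luciferase glow luminescence, 10 min after reagent addition.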
# APJ ag: agonists of human apelin receptor APJ, primary screen, CHO-K1 cells, PathHunter beta-arrestin, luminescence; P35414; 0% DMSO wells, 100% apelin; activation, % at 20 µM; hit rate 0.11% among 330,000;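 active = activation more than six SD over the plate average, tested at 20 µM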;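 note: 0% = DMSO alone and 100% = apelin-13 at 10 nM; some results filed as inactive read as strong as hits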
#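 Assay system: CHO-K1 cells stably expressing ProLink-tagged human APJ and arrestin–beta-gal acceptor. Compound dosing: 20 µM single point, 1% DMSO. Times: 16-18 h seeding, 90 min dark compound exposure, 60 min detection. Detection: beta-gal luminescence. Evaluation: APJ–arrestin association signal. Controls: negative DMSO alone, positive Apelin-13 at 10 nM.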
# tim23-1 inh: growth inhibitors of tim23-1 mutant yeast, primary screen, luminescence, uHTS; S. cerevisiae tim23-1 growth, BacTiter-Glo luminescence, 24 h; inhibition, % at 20 µM; hit rate 1.3% among 330,000; AID 463212, 2010;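 active = growth inhibition of the mutant yeast at or above 50%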;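 note: temperature-sensitive mutant grown at 25 °C; plate controls were DMSO-treated mutant yeast for no effect and medium wells lacking yeast for full effect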
# GRIN3A LBD mod: binders of NR3A ligand-binding domain, primary screen, biophysical, differential scanning fluorimetry, uHTS. NR3A LBD differential scanning fluorimetry, Tm shift; 0% = protein alone, 100% = glycine-bound protein. Tm shift relative to glycine control, % at 25 µM. hit rate 2.5% among 340,000;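 active = melting temperature shift of at least 10% of the positive control shift, at one fixed dose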
# NALP3 yeast inh: NALP3 inflammasome inhibitors in reconstituted yeast, primary screen, luminescence, uHTS | Yeast reconstituted NLRP3/ASC/caspase-1, beta-gal luminescence, 24 h | inhibition, % at 10 µM | hit rate 0.39% among 330,000 | AID 2825, 2010;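 active = inhibition of 50% or more; inactive = inhibition below 50%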;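 note: plate controls were induced DMSO wells for no effect and uninduced yeast grown without galactose for full effect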
# TIM10 inh: growth inhibitors of isogenic TIM10 control yeast, primary screen, counter-screen for tim10-1 yeast inhibitor project, luminescence, uHTS. inhibition, % at 10 µM. hit rate 1.4% among 330,000. AID 463195, 2010. S. cerevisiae TIM10 strain growth, BacTiter-Glo luminescence, 24 h;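 active = inhibition of 40% or more at the single tested concentration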;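 note: wild-type TIM10 isogenic control strain grown at permissive 25 °C; 0% = DMSO yeast wells and 100% = minimal medium wells without yeast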
# Mdm2 MdmX PPI: inhibitors of human Mdm2-MdmX association, primary screen, cell-based, luminescence, split luciferase, SaOS-2, uHTS. Protein Mdm4 (Homo sapiens) + E3 ubiquitin-protein ligase Mdm2 (Homo sapiens), …. SaOS-2 split-luciferase Mdm2/MdmX complementation. inhibition, % at 8 µM. hit rate 3% among 330,000;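 active = inhibition of at least 50% at 8 µM in the primary screen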
# Target sequence (O15151 whole entry, looked up): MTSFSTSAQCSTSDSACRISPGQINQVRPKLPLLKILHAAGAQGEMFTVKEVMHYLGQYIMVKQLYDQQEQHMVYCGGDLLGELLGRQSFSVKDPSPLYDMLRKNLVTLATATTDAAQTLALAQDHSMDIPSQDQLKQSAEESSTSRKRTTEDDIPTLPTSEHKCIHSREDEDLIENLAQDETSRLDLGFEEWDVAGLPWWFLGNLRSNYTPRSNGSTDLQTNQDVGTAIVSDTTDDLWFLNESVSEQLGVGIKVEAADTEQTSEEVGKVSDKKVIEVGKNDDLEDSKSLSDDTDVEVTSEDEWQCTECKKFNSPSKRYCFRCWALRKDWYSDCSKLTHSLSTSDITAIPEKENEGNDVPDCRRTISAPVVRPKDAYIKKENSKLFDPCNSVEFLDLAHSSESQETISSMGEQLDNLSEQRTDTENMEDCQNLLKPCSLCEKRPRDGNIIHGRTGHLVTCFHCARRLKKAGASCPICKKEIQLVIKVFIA
# Target sequence (Q00987 whole entry, looked up): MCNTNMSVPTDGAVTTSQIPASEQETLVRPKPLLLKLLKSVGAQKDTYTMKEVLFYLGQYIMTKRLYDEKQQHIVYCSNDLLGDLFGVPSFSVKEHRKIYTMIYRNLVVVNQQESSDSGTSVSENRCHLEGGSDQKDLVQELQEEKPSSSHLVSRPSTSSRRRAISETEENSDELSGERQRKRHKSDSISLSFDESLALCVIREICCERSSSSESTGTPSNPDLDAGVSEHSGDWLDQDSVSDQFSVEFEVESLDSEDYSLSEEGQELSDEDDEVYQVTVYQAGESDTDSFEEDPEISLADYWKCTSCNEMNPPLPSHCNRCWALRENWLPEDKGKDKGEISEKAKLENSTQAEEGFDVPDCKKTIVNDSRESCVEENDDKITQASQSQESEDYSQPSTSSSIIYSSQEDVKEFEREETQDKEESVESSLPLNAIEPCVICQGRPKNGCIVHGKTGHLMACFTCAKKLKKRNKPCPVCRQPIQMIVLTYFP
# * marks the source's active call; other numbers are inactive results.
SMILES,CHOP UPR activ,tim10-1 inh,XBP1 UPR activ,APJ ag,tim23-1 inh,GRIN3A LBD mod,NALP3 yeast inh,TIM10 inh,Mdm2 MdmX PPI
CCS(=O)(=O)C(=C(Nc1ccc(OC)cc1)Nc1ccc(OC)cc1)S(=O)(=O)CC,-0.4,29,-1,-4,7,-1,4,-7,7
NC(=O)C1CCN(C(=O)CSc2ccccn2)CC1,-1.2,-12,-1,-4,-15,1,8,3,-3
CCCn1c(SCC(=O)NNC(=O)c2ccccc2)nnc1-c1cccnc1,0.4,-2,-2,-1,-3,1,15,-8,37
Cc1ccc(OCCn2ccnc2)c(C)c1,-2.5,-4,-2,2,-6,-1,35,-7,11
CCN(CC)c1ccc(S(=O)(=O)N2CCOCC2)cc1NC(=O)COC(=O)c1cccnc1SC,-0.1,6,3,3,3,-1,17,12,-11
CCOC(=O)c1sc(N/N=C/c2ccccc2)nc1C,8.6,26,5,-1,33,-11,7,33,-204
CCC(C)c1ccc2oc(-c3ccc(NC(=O)c4ncn[nH]4)cc3)nc2c1 (stereo unspecified),1.2,29,0,-3,21,0,12,-2,10
Cc1ccc(C(=O)COC(=O)c2ccco2)cc1C,3.5,11,-5,0,12,0,11,6,0
CC(=O)Nc1ccc(C(=O)OCC(=O)NC(=O)NC2CCCCC2)cc1,0.6,13,-1,-5,14,0,-2,16,-1
C[C@@H]1CC=C[C@H]2[C@H]1C(=O)N(Cc1ccccc1)[C@H]2c1ccc(-c2ccc(N(C)C)cc2)cc1F,-2.6,11,-2,-5,19,1,2,10,35
CC(=O)c1cccc(OCC(=O)Nc2cccc(C(=O)Nc3c(C)n(C)n(-c4ccccc4)c3=O)c2)c1,0.0,-1,2,-5,8,2,-2,-4,3
COc1ccc(NS(=O)(=O)c2cccc3cccnc23)cc1Cl,-1.9,19,-1,1,20,-3,8,-6,3
CCOC(=O)c1sc2nc(N3CCOCC3)c3c(c2c1N)CC(C)(C)N(C)C3,-1.9,16,0,-1,-2,2,0,-11,-12
COc1cc(/C=C2\C(=O)N(CCC#N)N=C2C)c(Br)cc1OC(C)C,0.1,35,3,13,48,3,10,17,5
O=C(CSc1ccc(Br)cc1)N1CCOCC1,2.8,9,3,1,1,-4,18,5,1
Cc1ccc(C)c(OCCSc2nnc(C)c(=O)[nH]2)c1,-0.5,12,1,-4,14,0,13,9,-4
CC(Oc1ccc([N+](=O)[O-])cc1Cl)C(=O)Nc1ccc(C(N)=O)cc1 (stereo unspecified),-0.6,10,0,-2,8,-8,6,5,16
Cc1ccc(C)c(Nc2cc(C)nc(-c3ccccc3O)n2)c1,-0.4,26,-4,-2,50,5,-7,39,59*
CN(C)/C(=N\O)c1c(Cl)cccc1Cl,2.7,17,-3,-5,1,0,2,15,-7
CCOC(=O)c1ccc[n+](CC(=O)Nc2ccccc2OC(F)F)c1,0.2,-23,3,-1,0,-1,21,-13,8

# Grouped by structure: those above containing fluorine.
SMILES,CHOP UPR activ,tim10-1 inh,XBP1 UPR activ,APJ ag,tim23-1 inh,GRIN3A LBD mod,NALP3 yeast inh,TIM10 inh,Mdm2 MdmX PPI
C[C@@H]1CC=C[C@H]2[C@H]1C(=O)N(Cc1ccccc1)[C@H]2c1ccc(-c2ccc(N(C)C)cc2)cc1F,-2.6,11,-2,-5,19,1,2,10,35
CCOC(=O)c1ccc[n+](CC(=O)Nc2ccccc2OC(F)F)c1,0.2,-23,3,-1,0,-1,21,-13,8

# Additional records:
SMILES,CHOP UPR activ,tim10-1 inh,XBP1 UPR activ,APJ ag,tim23-1 inh,GRIN3A LBD mod,NALP3 yeast inh,TIM10 inh,Mdm2 MdmX PPI
O=C(O)CCNC(=O)CCCn1nnc2ccccc2c1=O,0.1,2,-3,-2,7,-1,-6,-23,-19
CN(C)C(=O)C1C2NC(=S)N(c3ccc(Cl)cc3)C1(C)Oc1ccc(Cl)cc12 (stereo unspecified),1.3,-4,0,-3,21,0,20,12,2
CC12/C(=N/O)C3C4CC5C3/C(=N/O)C1C5C42 (stereo unspecified),-0.8,-3,-1,0,-1,-1,-9,4,22
CCN(c1ccccc1)S(=O)(=O)c1cccc(C(=O)NCCOc2ccccc2OC)c1,0.8,0,-4,7,-12,2,14,-4,26
Cc1cc(=O)oc2cc(NC(=O)CC3(CC(=O)O)CCCC3)ccc12,4.2,5,-2,1,7,-2,7,-15,-40
COc1ccc(CCN2CC(C(=O)Nc3nnc(Cc4ccccc4)s3)CC2=O)cc1OC (stereo unspecified),0.5,4,4,-1,19,-2,3,8,4
CC(=O)N(C)Cc1ccc(C(=O)CSc2nnc(C3CC3)n2C2CC2)cc1,0.1,-4,-2,-5,8,1,13,10,-6
O=c1[nH]c(=S)[nH]c2c1C(c1cc([N+](=O)[O-])c(N3CCOCC3)cc1N1CCOCC1)O2 (stereo unspecified),-1.3,1,-2,-4,-2,-3,16,2,-11
Cc1nnsc1C(=O)N1CCN(c2cc(C(F)(F)F)ccn2)CC1,0.8,0,-3,-1,-4,1,13,3,-3
CC1CCN(CCCNc2cc(NCCO)c([N+](=O)[O-])c3nonc23)CC1,1.4,-10,-3,-2,-12,-1,15,7,27

# An excerpt of these results, with tabs.
Molecule	CHOP UPR activ	tim10-1 inh	XBP1 UPR activ	APJ ag	tim23-1 inh	GRIN3A LBD mod	NALP3 yeast inh	TIM10 inh	Mdm2 MdmX PPI
Cc1cc(=O)oc2cc(NC(=O)CC3(CC(=O)O)CCCC3)ccc12	4.2	5	-2	1	7	-2	7	-15	-40
COc1ccc(CCN2CC(C(=O)Nc3nnc(Cc4ccccc4)s3)CC2=O)cc1OC (stereo unspecified)	0.5	4	4	-1	19	-2	3	8	4
CC(=O)N(C)Cc1ccc(C(=O)CSc2nnc(C3CC3)n2C2CC2)cc1	0.1	-4	-2	-5	8	1	13	10	-6
O=c1[nH]c(=S)[nH]c2c1C(c1cc([N+](=O)[O-])c(N3CCOCC3)cc1N1CCOCC1)O2 (stereo unspecified)	-1.3	1	-2	-4	-2	-3	16	2	-11
Cc1nnsc1C(=O)N1CCN(c2cc(C(F)(F)F)ccn2)CC1	0.8	0	-3	-1	-4	1	13	3	-3
CC1CCN(CCCNc2cc(NCCO)c([N+](=O)[O-])c3nonc23)CC1	1.4	-10	-3	-2	-12	-1	15	7	27

# The listing continues:
SMILES,CHOP UPR activ,tim10-1 inh,XBP1 UPR activ,APJ ag,tim23-1 inh,GRIN3A LBD mod,NALP3 yeast inh,TIM10 inh,Mdm2 MdmX PPI
COc1cc(C(=O)N2CCC(NC(=O)C(Cc3ccccc3C)NC(C)=O)CC2)cc(OC)c1OC (stereo unspecified),-0.3,2,-1,-2,16,-1,8,-10,-1
O=C(NCCC(=O)N1CCN(c2ccccn2)CC1)c1ccc([N+](=O)[O-])cc1,1.6,-2,-1,-1,2,2,2,11,5
O=C1c2ccccc2/C(=C\C#Cc2ccccn2)N1c1ccccc1,7.6,32,4,-4,37,-4,8,13,20
Cc1cc(C)cc(NC(=O)COc2ccc(C(=S)N3CCOCC3)cc2)c1,-1.1,25,-1,-3,20,0,5,-1,-1
O=c1c2ccccc2c(C=NCc2ccccn2)c(O)n1-c1ccccc1,-0.7,25,2,-3,-10,-2,16,2,-6
Cc1ccccc1NC(=O)/C=C1\SC(=O)NC1=O,-0.7,-6,-5,1,14,1,12,-7,7
O=C(O)c1ccc(OCC(O)Cn2c3ccccc3c3ccccc32)cc1 (stereo unspecified),-1.6,2,-3,-4,6,-1,5,-13,7
CCOC(=O)[C@@H]1C(c2c(OC)cc(OC)cc2OC)=NO[C@@H]1C(=O)OCC,2.3,13,-1,-1,12,0,15,13,-40
COc1cccc(CNS(=O)(=O)/C=C/c2ccc3c(c2)OCO3)c1,-0.1,26,1,-2,18,0,22,-22,4
CC1=NN(C(N)=S)C(=O)C1N=Nc1cccc(C(=O)O)c1 (stereo unspecified),-5.6,-12,-9,-4,-24,1,11,-6,13
N#CC(C(=O)NC1CCCCC1)=C1CCCCC1,1.8,4,-1,0,7,-1,9,5,-2
Cc1ccc(NC(=O)CCNS(=O)(=O)c2cccc3nsnc23)cc1F,1.5,-10,-6,-1,5,-1,4,4,-5
CC1(C)CC(=O)C(C=NCCO)=C(O)C1,-2.1,-5,-2,-5,-9,-1,7,-17,8
CC1(C)C2CCC1(C)C(NC(=O)/C=C/c1ccccc1)C2 (stereo unspecified),-1.3,7,-2,-2,41,-1,23,16,20
Cc1ccc(-n2cc(-c3ccccc3)c3c(N4CCN(C)CC4)ncnc32)cc1,2.6,26,3,-1,37,-2,31,22,37
Cn1c(SCC(=O)Nc2cc(S(=O)(=O)N3CCOCC3)ccc2N2CCOCC2)nnc1-c1ccncc1,0.4,10,2,-1,17,0,11,5,-30
O=C(/C=C/c1ccccc1)OCc1cncs1,5.8,2,5,-1,1,0,2,0,-17
COc1cc2c(cc1OC)C1=CC(=O)C(=O)N1C(C)(C)C2,-2.7,17,4,-1,16,0,-1,9,-5
Cc1cccc(-n2cccc2)c1C#N,1.4,2,0,-2,1,-1,5,2,-28
O=C1C=C(NCc2ccccc2)CCC1,-0.5,25,-1,-1,5,1,1,-20,-1
O=[N+]([O-])c1ccccc1/C=C/C=N/n1c(-c2cc(-c3ccccc3)n[nH]2)n[nH]c1=S,0.1,2,39*,-3,-24,8,8,-12,33
COCCCNC(=O)CSc1nc2ccccc2c(=O)n1CCc1ccc(S(N)(=O)=O)cc1,-0.2,14,-2,-1,11,1,9,9,31
CCCn1nnc(NC(=O)c2ccccc2Cl)n1,2.6,7,2,-5,12,2,-1,8,12
Cc1ccc(S(=O)(=O)Nc2ccc(C(=O)N3CCOCC3)cc2)cc1,-0.9,-5,1,-3,6,0,14,7,14
